NPY2 pot ag: human NPY-Y2 potentiation or agonism, primary screen | P49146 | cells expressing NPY-Y2, potentiator/agonist read-out | activation, % at 3.6 µM | 220,000 tested, 0.45% active; in the data active = activation above about 27%;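 also: cells stimulated with NPY near EC25 plus isoproterenol at EC100; 0% = vehicle plus submaximal agonist and 100% = vehicle plus saturating agonist; some results beyond the cut were filed as inactive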
Target sequence (P49146 whole entry, looked up): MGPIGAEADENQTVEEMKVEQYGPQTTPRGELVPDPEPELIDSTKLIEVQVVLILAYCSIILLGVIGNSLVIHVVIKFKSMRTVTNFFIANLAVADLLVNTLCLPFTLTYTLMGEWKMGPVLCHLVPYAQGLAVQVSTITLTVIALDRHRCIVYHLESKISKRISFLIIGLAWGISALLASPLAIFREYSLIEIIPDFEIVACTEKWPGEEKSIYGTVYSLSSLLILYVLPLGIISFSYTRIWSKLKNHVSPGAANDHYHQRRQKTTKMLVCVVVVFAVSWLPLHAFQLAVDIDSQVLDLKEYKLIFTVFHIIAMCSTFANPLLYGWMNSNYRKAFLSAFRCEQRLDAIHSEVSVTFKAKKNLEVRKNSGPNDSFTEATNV
S1P4 agonist: human S1P4 receptor agonism; O95977; 220,000 tested, 0.35% active; activation, % at 4.98 µM; AID 1509; S1P4-expressing cell line, agonist reporter assay; in the data active = activation above about 11%;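 also: 0% = DMSO vehicle and 100% = reference agonist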
Target sequence (O95977 whole entry, looked up): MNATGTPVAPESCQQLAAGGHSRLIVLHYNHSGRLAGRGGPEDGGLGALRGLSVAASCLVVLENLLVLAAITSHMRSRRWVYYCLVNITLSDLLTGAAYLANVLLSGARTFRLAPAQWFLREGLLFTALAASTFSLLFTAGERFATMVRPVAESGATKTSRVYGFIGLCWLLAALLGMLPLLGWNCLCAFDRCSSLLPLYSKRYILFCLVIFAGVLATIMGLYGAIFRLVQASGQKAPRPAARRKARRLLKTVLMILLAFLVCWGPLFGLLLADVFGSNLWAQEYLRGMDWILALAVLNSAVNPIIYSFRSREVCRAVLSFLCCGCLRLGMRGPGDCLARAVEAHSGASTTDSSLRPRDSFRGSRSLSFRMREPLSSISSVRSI
eIF4E 4G PPI: eIF4E/eIF4G interaction inhibition in translation initiation | TR-FRET eIF4E-eIF4GI(517-606) binding, 2 h | P63073+Q04637 | 220,000 tested, 0.37% active | inhibition, % at 21.7 µM;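 active = inhibition above about 30%, limit read from the data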;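 also: 0% = full FRET control wells and 100% = background wells lacking eIF4GI fragment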
Wee1 degr inh: blocks degradation of human Wee1 kinase. P30291. HeLa Luc-Wee1K328M stability, luciferase luminescence; 100% = proteasome inhibitor MG132 effect. reporter increase, % at 5 µM. 220,000 tested, 1.2% active. AID 1321;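 active = activation above the mean of all tested compounds plus 3 SD, set per screening run, cut at about 8.8% in these data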;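 also: cells exposed to compound for 20 h before luminescence read; 0% = DMSO alone and 100% = MG132 at 30 µM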
Ba/F3 V617F tox: lowers viability of Ba/F3 cells expressing EpoR and JAK2V617F; ATP luminescence; inhibition, % at 5.6 µM; 220,000 tested, 1.1% active; AID 1446;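 active = inhibition above the campaign mean plus 3 SD over all tested compounds, cut at about 24% in these data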;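 also: cytokine-independent growth of Ba/F3 cells driven by EpoR plus mutant JAK2; 0% = DMSO-treated cells and 100% = JAK inhibitor I control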
BaF3 parental: reduces parental Ba/F3 cell viability, JAK2V617F counter-screen; 220,000 tested, 1.1% active; inhibition, % at 5.6 µM; CellTiter-Glo ATP luminescence;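 active = inhibition above a per-campaign cutoff, the mean inhibition of all tested compounds plus 3 SD, cut at about 27% in these data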;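 also: 0% = DMSO wells and 100% = JAK Inhibitor I control wells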
PERK inh: blocks human PERK kinase; CHO PERK-DD fusion, SEAP luminescence translation reporter; AID 1416; inhibition, % at 5.6 µM; 220,000 tested, 0.17% active; Q9NZJ5;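 active = inhibition above the mean inhibition of all tested compounds plus 3 SD, set separately per screening campaign, cut at about 2.9% in these data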;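 also: PERK kinase domain activated by AP20187 dimerizer at 100 nM; 0% = DMSO with dimerizer and 100% = rapamycin at 8.4 µM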
S1P4 antagonist: blocks the human S1P4 receptor; inhibition, % at 4.98 µM; 220,000 tested, 0.26% active; S1P4-expressing cells, antagonist mode, reporter read-out; O95977; in the data active = inhibition above about 29%;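 also: 0% = wells stimulated with agonist and 100% = vehicle wells without agonist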
Mdm2 ligase inh: blocks human Mdm2 ubiquitin ligase activity; Q00987; cell-based MDM2 ubiquitination luciferase reporter, 2 h; 0 = plate control, 100 = twice control, blank-subtracted; signal enhancement, % at 5 µM; 210,000 tested, 0.11% active;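 active = signal enhancement of 30% or more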;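 also: luminescence tracks abundance of the self-degrading MDM2-luciferase fusion protein; higher signal means inhibition of MDM2 E3 ligase activity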
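system = mammalian cells stably expressing self-ubiquitinating, self-degrading MDM2 E3–luciferase fusion | quantity = 2000 cells per well seeded | incubation = 4 h cell settling then 2 h compound exposure, 37 °C | signal = SteadyLite luminescence, 15 min reagent step | benchmarks = plate control and blank wells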
The depositor's hits bear a star; / = no result given; [ ] = remark or other dose.

Each structure is followed by: NPY2 pot ag	S1P4 agonist	eIF4E 4G PPI	Wee1 degr inh	Ba/F3 V617F tox	BaF3 parental	PERK inh	S1P4 antagonist	Mdm2 ligase inh
COCCn1c(=NC(=O)c2ccc(S(=O)(=O)N3CCc4ccccc4C3)cc2)sc2cc(OC)ccc21
    -2	2.0	9	-3	2	1	0.7	-15	4
Cc1cccc(N2CCN(C3=NC(=O)C(Cc4ccccc4)S3)CC2)c1 (centres undefined)
    -2	0.3	-7	0	3	4	0.3	-8	-13
CC(C)(CC(=O)O)CC(=O)Nc1ccc(Oc2ccc(C(C)(C)C)cc2)nc1
    3	1.0	-4	1	-3	-4	2.0	6	-15
O=S(=O)(c1ccccc1)N(C1=NCCS1)S(=O)(=O)c1ccccc1
    11	1.2	-3	1	-1	7	-0.6	8	-3
CCOC(=O)c1nnn(-c2nonc2N)c1-c1ccccc1Cl
    1	8.5	2	-1	1	2	0.8	3	-11
O=C(Nc1ccccc1C(=O)NCc1cccnc1)c1cccc([N+](=O)[O-])c1
    5	0.4	-3	5	0	1	0.3	1	-1
Cc1ccc(C(=O)N2NC(c3ccccc3F)C3C(=O)N(c4cccc(C)c4)C(=O)C32)cc1 (centres undefined)
    0	0.1	-2	1	-5	1	-0.3	-1	/
COc1ccc(OC)c(NC(=O)CC2SC(=Nc3ccccc3)N(CCc3ccccn3)C2=O)c1 (centres undefined)
    7	-0.5	6	-3	-1	7	0.4	-2	-4
CC(C)[C@@H]1N[C@]2(C(=O)Nc3ccccc32)[C@@H]2C(=O)N(c3cccc(C(F)(F)F)c3)C(=O)[C@@H]21
    -1	1.9	-4	3	0	3	-1.1	-20	-5
Cc1cc(N2CCCCC2)nc(N)n1
    9	-0.4	-7	1	6	1	-0.4	-21	-6
COC(=O)NNC(=O)CCCOc1ccc(Cl)cc1Cl
    -4	1.9	-6[fluorescence artefact?]	3	1	5	0.3	-10	-3
N#Cc1ccsc1NC(=O)CN1CCN(c2ccccn2)CC1
    -2	-0.8	0	0	-3	-1	-0.9	-5	3
O=C(CSc1nc2[nH]ncc2c(=O)n1-c1ccc(Cl)c(Cl)c1)NCc1ccccc1Cl
    9	3.2	-3	0	0	3	0.3	1	-7
CCOC(=O)C1CCN(C(=O)c2sc3nc(-c4ccccc4)cn3c2C)CC1
    -15	1.0	-7	-3	-3	0	-1.1	-2	3
Cc1nc2ccccn2c1C(=O)Nc1ccc2c(c1)OCCO2
    -8	-0.3	5	-2	4	8	-0.6	-22	-38

Overlap with the part before: 2 entries, then new ones.
Each structure is followed by: NPY2 pot ag	S1P4 agonist	eIF4E 4G PPI	Wee1 degr inh	Ba/F3 V617F tox	BaF3 parental	PERK inh	S1P4 antagonist	Mdm2 ligase inh
CCOC(=O)C1CCN(C(=O)c2sc3nc(-c4ccccc4)cn3c2C)CC1
    -15	1.0	-7	-3	-3	0	-1.1	-2	3
Cc1nc2ccccn2c1C(=O)Nc1ccc2c(c1)OCCO2
    -8	-0.3	5	-2	4	8	-0.6	-22	-38
COc1ccccc1OCCC(=O)Nc1nc(C)cs1
    11	3.1	-12	-2	-3	-2	-0.2	-3	/
CCOC(=O)C(C)Oc1c(Br)cc(C2NC(=O)NC(C)=C2C(C)=O)cc1OCC (centres undefined)
    6	-0.5	-7	-2	0	3	-0.9	-5	-11
CCOC(=O)N1CCC(NC(=O)c2cccn3c(=O)c4cc(Br)ccc4nc23)CC1
    1	-1.9	8	-2	2	11	0.2	-5	3
COc1ccc(C(=O)N2CCN(c3ccc(C)cc3C)CC2)cc1OC
    3	-1.0	-2	0	2	6	1.0	3	-12
Cc1ccc(CNC(=O)CCSCCC(=O)NCc2ccc(C)cc2)cc1
    -3	-0.3	1	-1	-2	5	1.8	-1	-3
COc1cc(/C=N/NC(=O)CN2CCCCC2)ccc1OCc1ccccc1
    -15	-0.3	5[fluorescence artefact?]	4	-5	2	-0.2	-15	-3
O=C(CN1C(=O)NC2(CCCC2)C1=O)NCC1CCCO1 (centres undefined)
    6	-0.9	1	3	-2	2	0.7	-7	-3
CN(C(=S)NC1CCCCC1)C1(c2ccccc2Cl)CCCCC1=O (centres undefined)
    -9	-0.8	1[fluorescence artefact?]	2	3	7	0.3	-9	-11
Cc1nc2ccc(NC(=O)c3ccc([N+](=O)[O-])cc3)cc2s1
    1	0.0	-2	-1	0	6	1.0	-16	-11
CCOc1ccccc1N(C(=O)c1ccco1)C(C(=O)NC1CCCC1)c1cccnc1 (centres undefined)
    -1	0.9	2	-4	-1	0	-0.3	4	-8
CCSc1nc(N2CCOCC2)c2ccccc2n1
    -2	-2.1	-1[fluorescence artefact?]	-1	-4	2	0.0	-22	-11
CS(=O)(=O)N(CC(N)=O)Cc1ccc(Cl)cc1
    2	1.1	-7[fluorescence artefact?]	0	4	6	1.2	0	0
CC(C)(C)c1cc(CN(CCO)CCO)c(O)c(C(C)(C)C)c1
    2	-0.6	1	2	-8	-5	0.2	-10	-23
COC(=O)C1=C(C(=O)OC)SC(=C2C(=S)C(C)(C)N(C(=O)CC(C)C)c3ccccc32)S1
    9	0.1	6	3	0	3	0.3	-7	-57
CN(C(=O)CC(NC(=O)c1ccccc1)(c1ccccc1)c1ccccc1)c1ccccc1
    -15	1.1	5	-4	4	7	-0.1	1	4
COc1ccc(-c2noc(CCC(=O)NCCc3cccc(C)c3)n2)cc1
    -4	-0.7	-8	0	1	2	-0.3	-6	-4
O=C(Cn1nc(C(F)F)cc1C(F)F)NNC(=S)Nc1ccc(Cl)cc1
    2	0.3	1	-1	-2	4	1.4	5	-25
O=c1cc(O)c2ccccc2n1Cc1ccccc1F
    13	-1.8	-5	-2	-2	3	0.1	20	-8
O=C(NCC1CCCO1)c1nn2c(c1Cl)NC(c1ccc(F)cc1)CC2C(F)(F)F (centres undefined)
    13	-0.9	-2	1	-1	4	-1.4	-13	-5
CCOc1c(N2CCCCC2)c(=O)c1=O
    8	4.6	9[fluorescence artefact?]	0	2	5	0.7	16	/
Cc1nnc2ccc(Oc3ccc(-c4ccccc4)cc3)nn12
    6	1.4	0	0	0	4	-1.4	-10	1
CCOC(=O)COc1cc(O)c2c(=O)cc(-c3ccccc3)oc2c1
    -5	2.2	0	-3	2	2	-0.5	-26	-17
C=CCSC1=C(C#N)C(c2ccccc2Cl)C(C(=O)c2cccs2)C(O)(C(F)(F)F)N1 (centres undefined)
    20	-0.8	-3[fluorescence artefact?]	-5	-4	-1	0.1	5	-11
COc1ccc(C2OC(=O)CC2C(=O)N2CCN(c3cc(Cl)ccc3C)CC2)cc1OC (centres undefined)
    -3	2.2	-1[fluorescence artefact?]	0	-1	7	-0.3	-19	-10
O=C(O)CCCNCc1ccccc1F
    8	1.4	1[fluorescence artefact?]	0	0	1	0.1	-25	-15
CC(C)CCN1CCN(Cc2cccc3cccnc23)CC1CCO (centres undefined)
    -19	0.6	1	2	7	7	0.3	22	1
CC(=O)N1CCc2cc(S(=O)(=O)NCCC(=O)NC3CCN(Cc4ccccc4)CC3)ccc21
    9	0.7	-3	-1	4	9	-0.2	-18	-17
COc1ccc(CNC(=S)Nc2ccc(S(N)(=O)=O)cc2)cc1
    -2	-3.0	0	3	7	12	0.6	-6	-93
CCOc1ccc(C(C)=O)cc1N1C(=O)C2C(C1=O)C1C=CC2C12CC2 (centres undefined)
    11	-0.4	6	-2	0	-1	-0.2	-1	-12
CC(C)C(c1nnnn1C1CCCC1)N1CCc2ccccc21 (centres undefined)
    -7	-2.5	-2[fluorescence artefact?]	0	4	0	-1.6	-19	1
COc1cc(/C=c2/sc3nc(-c4ccccc4)c(-c4ccccc4)n3c2=O)cc(OC)c1OC
    11	3.5	1	0	1	8	1.6	-11	-1
CCOC(=O)c1cc(-c2csc(Nc3ccccc3Cl)n2)on1
    -8	-0.6	-2	0	-5	0	1.2	7	-3
Fc1ccc(CN2C3=NCCN3c3ccccc32)cc1
    -24	-0.6	1	0	-3	0	0.0	-2	-7
COc1ccc(CCN2C(=O)CC(C(N)=O)SC2=Nc2ccc(F)cc2)cc1OC (centres undefined)
    9	2.0	4	2	-1	0	0.7	-6	/
NS(=O)(=O)c1ccc(NC(=O)CN2CCCN(S(=O)(=O)c3ccc(F)cc3)CC2)cc1
    -11	-0.4	-1	8	-6	2	1.5	-14	-21
CCOC(=O)C1=C(C)Nc2nnnn2C1c1cccc(OC)c1OC (centres undefined)
    0	1.0	-5[fluorescence artefact?]	1	0	2	-0.4	-9	-12
Cc1c(C(=O)N/N=C/c2cccnc2)sc(=S)n1C
    54*	-0.1	-3	0	-2	6	0.8	-10	0
Cc1ccc(-c2cc(C(F)F)nc(NCC3CCCO3)n2)cc1 (centres undefined)
    18	-2.2	/	0	-1	1	-0.5	-5	5
CCC1(C)OC(=O)N(CCCn2ccnc2C)C1(C)O (centres undefined)
    7	0.9	16	0	1	0	0.7	-20	/
Cc1ccc(C(=O)N/C(=C/c2cccs2)C(=O)NCc2ccco2)cc1
    -4	0.0	15[fluorescence artefact?]	0	-2	8	0.6	-6	1
Cn1c(=O)n(C)c(=O)n(CC(=O)N2CCCCC2)c1=O
    7	0.2	1	-1	-1	5	0.6	-13	-8
O=C(COc1ccc2ccccc2c1)Nc1nccs1
    17	-1.0	2	6	1	5	1.2	12	-54
C=CCSc1nc(C)c2cc(C)cc(C)c2n1
    3	1.9	-9	-1	-2	1	0.5	-7	-6
CCOc1ccccc1N1C(=O)c2cccnc2C1=O
    -4	0.2	4	-2	6	5	0.0	7	-17
c1ccc(-n2ncc(-c3nn[nH]n3)n2)cc1
    -5	1.8	2[fluorescence artefact?]	-2	-1	1	1.7	-3	-16

Outcome played no part in choosing rows; overall some 4.1% were active at least once.
